Compound activity: PubChem BioAssay, several laboratories
GlmU inhibition: inhibition of mycobacterial GlmU enzyme – biochemical, glucosamine-1-phosphate acetyltransferase (AID 1376); M. tuberculosis GlmU acetyltransferase enzyme assay; higher % means a stronger effect; one-dose inhibition, %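 (tested at 30 µM in the primary screen)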; IC50 in µM for titrated hits; 0.25% of 220,000 active; in the data active means inhibition above about 13%;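 further: 0% = complete reaction with vehicle and 100% = reaction without substrate; strong numbers were not always called active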
RmlCD inh 1536: inhibitors of Mycobacterium tuberculosis RmlC and RmlD coupled enzymes; P9WH09+P9WH11; RmlC+RmlD coupled enzyme assay, percent inhibition; primary screen in compound mixtures; AID 1533; inhibition, % at 3.6 µM; 0.03% of 160,000 active; in the data active means inhibition mostly above about 34%, no sharp cut-off; further: some results filed as inactive read as strong as hits
Target sequence (P9WH09 whole entry, looked up): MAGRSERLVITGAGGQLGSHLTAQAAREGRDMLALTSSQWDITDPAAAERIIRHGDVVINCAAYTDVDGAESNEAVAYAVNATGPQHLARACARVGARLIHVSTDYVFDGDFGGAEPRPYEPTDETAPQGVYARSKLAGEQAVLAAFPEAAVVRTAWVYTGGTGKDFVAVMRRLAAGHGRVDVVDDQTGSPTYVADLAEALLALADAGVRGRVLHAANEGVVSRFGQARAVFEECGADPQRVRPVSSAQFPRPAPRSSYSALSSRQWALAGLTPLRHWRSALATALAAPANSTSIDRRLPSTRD
Target sequence (P9WH11 whole entry, looked up): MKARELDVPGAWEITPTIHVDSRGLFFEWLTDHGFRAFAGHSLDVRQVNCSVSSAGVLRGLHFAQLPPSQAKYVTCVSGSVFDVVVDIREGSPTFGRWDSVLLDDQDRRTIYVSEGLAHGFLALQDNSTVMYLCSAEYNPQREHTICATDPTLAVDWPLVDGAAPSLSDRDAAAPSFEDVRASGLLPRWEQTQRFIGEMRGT
Starred values were filed as active, the others as inactive; . = no result given. The list is partial, so the mix of outcomes need not match the whole.

Screens in order – GlmU inhibition | RmlCD inh 1536
COc1ccc(-c2noc(CN(C)Cc3ccc(C)o3)n2)cc1
 : 1.3% | 0
CCc1ccc(/C=N/NC(=O)c2cc(-c3cccc([N+](=O)[O-])c3)n[nH]2)cc1
 : 1.0% | .
COCCCN(CC(=O)Nc1ccc(N2CCOCC2)cc1)S(=O)(=O)c1ccc(C)cc1
 : 0.1% | 5
N#Cc1c2n(c3c(-c4ccccc4)ncnc13)CCC2
 : 4.7% | .
CC(C)(C)C1CCc2onc(C(=O)Nc3cccc(O)c3)c2C1 (stereo not drawn)
 : -4.2% | 4
O=C(CSc1ccccc1)NCc1cccnc1
 : . | -4
COc1ccc(C2C(C(=O)N3CCN(c4ccccc4)CC3)c3ccccc3C(=O)N2C)cc1 (stereo not drawn)
 : -4.7% | .
O=C(Nc1ccc(S(=O)(=O)N2CCOCC2)cc1)c1cccnc1
 : 1.1% | 5
O=C(CSc1nc2ccccc2o1)N1CCCC1
 : 3.5% | .
CC1CC(c2ccccc2)n2nc(N3C(=O)c4ccccc4C3=O)nc2N1 (stereo not drawn)
 : 1.4% | 4
CCCC1C2C(=O)N(c3ccccc3OC)C(=O)C2ON1c1ccccc1 (stereo not drawn)
 : -0.1% | .
O=c1c2ccccc2nnn1CSc1nc2ccccc2c(=O)n1Cc1ccco1
 : 7.0% | .
Cc1[nH]nc2c1C(c1ccc(-c3ccccc3C#N)o1)C(C#N)=C(N)O2 (stereo not drawn)
 : 2.5% | -7
O=C(N/N=C\c1ccc(-c2cccc(Cl)c2)o1)C(=O)NC1CCCC1
 : -3.0% | 7
CCN(CC)CCCN(C(=O)c1ccco1)c1nc(-c2ccc(C)cc2)cs1
 : -4.6% | 8
Cc1ccc(N(CC(=O)NCc2ccco2)C(=O)CCC(=O)Nc2ccccn2)cc1C
 : 4.3% | .
CCN(CC)S(=O)(=O)c1ccc(/C=C/C(=O)Nc2ccc(F)c(F)c2F)cc1
 : 0.0% | 14
CN(c1cccc(NC(=O)CCSc2ccccc2)c1)S(C)(=O)=O
 : 1.9% | 5
O=C1CCc2cc(S(=O)(=O)N3CCN(c4cccc(C(F)(F)F)c4)CC3)ccc2N1
 : -6.5% | 5
CN(CCc1ccccn1)C(=O)Nc1cc(Cl)cc(Cl)c1
 : 3.5% | 2
O=c1oc2ccccc2cc1-c1cn2ccccc2n1
 : 3.1% | 6
Cn1cc(/C=C2/SC(=O)N(CC(=O)Nc3ccc4c(c3)OCO4)C2=O)c2ccccc21
 : -5.0% | .
CCCc1cc(-c2nc(-c3ccc(Br)cc3)cs2)ccn1
 : 1.9% | 1
O=C1CC(c2ccccc2)=NN1c1ccc([N+](=O)[O-])cc1
 : 5.2% | 5
CC(=O)N(C)c1ccc(OCC(O)COc2ccc(N(C)C(C)=O)cc2)cc1
 : 1.2% | 15
O=C(Cn1c(=O)sc2ccccc21)Nc1ccc(O)cc1
 : -11% | -3
CC(C)CSc1oc(-c2ccco2)nc1S(=O)(=O)c1ccccc1
 : 6.8% | 1
Cn1c(=O)c2cc(S(=O)(=O)NC(C(=O)Nc3cccnc3)c3ccccc3)ccc2n(C)c1=O (stereo not drawn)
 : -1.9% | .
O=P1(NCc2ccco2)COc2ccccc2OC1
 : -0.2% | -6
CN(C)C(=O)CSc1cnc2ccccc2n1
 : . | 7

Record cards, from the list above. Order of values: GlmU inhibition, RmlCD inh 1536
O=c1oc2ccccc2cc1-c1cn2ccccc2n1 in the list: 3.1%, 6
O=C(N/N=C\c1ccc(-c2cccc(Cl)c2)o1)C(=O)NC1CCCC1 in the list: -3.0%, 7

Remaining list, next part:
Screens in order – GlmU inhibition | RmlCD inh 1536
CCNC(=O)CSc1nc2cc([N+](=O)[O-])ccc2n1-c1cccc(C(F)(F)F)c1
 : -2.1% | -8
Cc1ccc(C(NC(=O)N2CCCC2)C(Cl)(Cl)Cl)cc1F (stereo not drawn)
 : -0.1% | -8
CCC/C=C(\CCC)C(NC(=O)c1ccc(C(F)(F)F)cc1)c1ccccc1 (stereo not drawn)
 : -0.5% | .
CC(=O)Nc1nc2c(s1)C(=O)NCC(C)(C)C2
 : -0.4% | .
Nc1nc(SCc2ccc(Br)cc2)[nH]c(=O)c1-c1ccccc1
 : -1.4% | .
NC(=S)Nc1cccc2cnccc12
 : 2.8% | 9
COc1ccc(-c2nc(N)n(S(=O)(=O)c3ccc(C)cc3)n2)cc1
 : -4.4% | 3
Cc1ccc(C(=O)CCC2CCCCC2=O)cc1 (stereo not drawn)
 : -1.9% | 7
Cc1ccc(NC(=S)NNC(=O)c2cccc([N+](=O)[O-])c2)cc1Cl
 : . | 40
COc1ccc(CCC(=O)Nc2ccc(Br)cn2)cc1
 : 2.6% | 11
O=C(Nc1ccccc1)c1cc2ccccc2[nH]1
 : 2.8% | 11
COc1ccc(/C=C2\C(=O)ON=C2c2cccc([N+](=O)[O-])c2)cc1
 : -4.9% | 5
N=C1C(c2nc3ccccc3s2)=C(O)CN1c1ccccc1
 : -0.7% | 1
O=C(Nc1ccc(Cl)cc1)N1CCSc2ccccc21
 : -0.9% | 10
Cc1ccc(S(=O)(=O)CCSc2nc(C)cc(C)c2C#N)cc1
 : -3.1% | -5
CCCCN(CCCC)S(=O)(=O)c1ccc(NC(=O)Cc2cccs2)cc1
 : 4.1% | 7
Cn1cc(CNCc2ccccc2OCC(O)CN2CCc3ccccc3C2)cn1 (stereo not drawn)
 : -3.3% | 6
Cc1cc(N2CCN(C)CC2)n2nc(-c3ccc(Cl)cc3)nc2n1
 : 1.0% | 8
COc1cccc(CSc2nnc(-c3ccco3)n2C)c1
 : 3.4% | -3
CCC(C)(C)n1nnnc1C(c1cc2cc(C)ccc2[nH]c1=O)N1CCCC1 (stereo not drawn)
 : 0.6% | 5
Cn1c(COc2ccc(Br)cc2)nnc1SC1CCc2ccccc2C1=O (stereo not drawn)
 : 6.8% | .
Cc1nn(C)cc1CNC(=O)c1cccc(F)c1
 : 1.0% | .
Cc1c[n+]([O-])n(-c2ccc(C(=O)O)cc2)n1
 : 1.6% | .
COC(=O)c1nnn(-c2nonc2N)c1CSc1nc2ccccc2o1
 : 1.8% | -5
COc1ccc(CNC(N)=O)cc1OC
 : 2.7% | .
CCOC(=O)N1CCN(c2c(-c3ccccc3)c3cc(Cl)ccc3[nH]c2=O)CC1
 : . | 5
CCOc1ccc2nc(NC(=O)c3ccc(OCC4CCCO4)cc3)sc2c1 (stereo not drawn)
 : -6.3% | -8
Cc1cccc(OCC(=O)N(C)CCc2ccccn2)c1
 : 1.0% | .
COC(=O)c1nc(NC(=O)C(C)(C)C)n[nH]1
 : 6.2% | -8
CN(C)S(=O)(=O)c1ccc(Cl)c(NC(=O)COC(=O)c2ccc3c(c2)NC(=O)CS3)c1
 : . | 5

Next section; it opens with the four that closed the last part.
Screens in order – GlmU inhibition | RmlCD inh 1536
CCOc1ccc2nc(NC(=O)c3ccc(OCC4CCCO4)cc3)sc2c1 (stereo not drawn)
 : -6.3% | -8
Cc1cccc(OCC(=O)N(C)CCc2ccccn2)c1
 : 1.0% | .
COC(=O)c1nc(NC(=O)C(C)(C)C)n[nH]1
 : 6.2% | -8
CN(C)S(=O)(=O)c1ccc(Cl)c(NC(=O)COC(=O)c2ccc3c(c2)NC(=O)CS3)c1
 : . | 5
COc1cccc2cc(C(=O)Nc3ccc(S(=O)(=O)NCC4CCCO4)cc3)c(=O)oc12 (stereo not drawn)
 : -5.3% | 6
Cc1ccc(-c2nnc(Nc3ccc(CC(N)=O)cc3)c3ccccc23)cc1S(=O)(=O)NCC1CCCO1 (stereo not drawn)
 : -2.1% | -16
CSCCNC(C)=O
 : 4.4% | 7
CCOc1ccccc1/C=C(/NC(=O)c1ccccc1)C(=O)NCC(=O)O
 : 2.4% | 20
Cc1oc(-c2ccccc2F)nc1CS(=O)(=O)CC(=O)N1CCN(c2ccccc2)CC1
 : 4.6% | 4
Cc1ccc(-c2noc(-c3ccccc3Br)n2)cc1
 : 4.2% | 2
CN=c1sc2ccccc2n1CC(O)COc1ccccc1 (stereo not drawn)
 : -2.4% | .
CSCCC1NC(=O)NC1=O (stereo not drawn)
 : 0.7% | 4
N#Cc1nc(-c2ccc(OCc3ccc(Cl)cc3)cc2)oc1NCc1cccnc1
 : 0.5% | 13
Cc1nc(-c2ccccn2)nc(SCC(=O)c2ccccc2)c1Cl
 : 3.2% | -2
O=C(Nc1nnc(-c2ccc(F)cc2)s1)C1CCN(S(=O)(=O)c2ccc(Cl)cc2)CC1
 : -5.1% | -8
O=C(CCN1CCN(CC(=O)Nc2ccccc2Cl)CC1)Nc1ccccc1F
 : 6.4% | .
O=C(c1ccc(S(=O)(=O)NCC2CCCO2)cc1)N1CCN(c2ccccc2F)CC1 (stereo not drawn)
 : 5.0% | -9
CN(Cc1cc2ccccc2[nH]c1=O)S(=O)(=O)c1ccccc1
 : -1.0% | .
O=C(O)c1cnn(-c2ccccc2)c1C(F)(F)F
 : 0.4% | -13
O=C(Nc1cccc(Cl)c1N1CCCC1)c1cccc(-c2cc3ccccc3oc2=O)c1
 : 1.5% | 1
O=C(CN1CCN(c2ccc(F)cc2)CC1)Nc1ccccc1[N+](=O)[O-]
 : -3.5% | 12
O=C(C1CCCCC1)N1CCN(c2ncccn2)CC1
 : 2.2% | .
O=C(COc1ccc(Cl)cc1)NCc1nnc(SCC(=O)Nc2ccccc2)o1
 : -0.2% | -9
CN1CCC(O)(c2ccccc2)C(C(=O)c2ccccc2)C1 (stereo not drawn)
 : 7.6% | -4
CCCCCOC(=O)C1=C(C)Nc2nnnn2C1c1ccccc1Cl (stereo not drawn)
 : 3.0% | -9
O=C(O)c1ccc(CNc2ccccc2C(=O)O)cc1
 : 5.4% | -1
CCC(=O)N1CC(=O)Nc2ccc(Cl)cc2C1c1ccc(F)cc1 (stereo not drawn)
 : 2.4% | -1
CC(C)C(=O)c1cc2c(cc1NC(=O)c1ccccc1)OCCO2
 : 5.2% | -4
CC1(C)C[C@H]2C=C(C=O)[C@]3(C=O)C[C@]3(C)[C@H]2C1
 : 0.8% | -7
O=C(NCc1nc2ccccc2[nH]1)c1ccc(S(=O)(=O)N2CCOCC2)cc1
 : -1.5% | -10
O=C(CNC(=O)c1ccccc1Br)N/N=C/c1ccc(O)cc1
 : 5.2% | -11
C=CCn1c(COc2cccc(C)c2)nnc1SCn1nnc2ccccc2c1=O
 : 1.2% | 12
CC(O)CNCCCOc1cccc(Oc2ccccc2)c1 (stereo not drawn)
 : 2.1% | -5
Cc1cc(C)n(C(=O)COc2c(C)cccc2C)n1
 : -0.9% | .
Cc1ccccc1Cn1cc(NC(=O)CSc2nc3c(c(C(F)(F)F)n2)CCc2ccccc2-3)cn1
 : -1.5% | 24
CC(C)c1nnc(SCC(=O)N2CCN(C(=O)c3ccco3)CC2)n1N
 : -1.5% | -18
COC(=O)c1ccc(CSc2nnnn2C)o1
 : 0.1% | -3
CSC[C@@H]1NC(=S)N(c2ccc(C)cc2)C1=O
 : 0.0% | -11
Cc1ccc2ccccc2c1NC(=O)CNC1CCCCC1
 : 2.2% | -10
CCCCN=c1sc(C(=O)OC)cc(=O)n1CCCC
 : -1.7% | 3
COP(=O)(OC)C(NC(C)=O)C(Cl)(Cl)Cl (stereo not drawn)
 : -7.2% | 4
Cc1ccc(NC(=S)NCCc2cnc[nH]2)cc1C
 : -0.9% | -8
CCOC(=O)CSc1ncnc2c1cnn2-c1ccc(Cl)cc1
 : -0.6% | 5
Cc1c(Cc2ccc3c(c2)OCO3)sc(NC(=O)c2ccc3ccccc3c2)c1C(N)=O
 : -0.1% | .
O=C(Nc1ccccc1-c1ccccc1)C12CC3CC(CC(C3)C1)C2
 : 2.0% | 8
Cc1ccc(-c2csc(NC(=O)c3ccc(C)o3)n2)cc1
 : 1.7% | 10
O=c1cc(-c2ccc3c(c2)OCO3)oc2ccccc12
 : 1.7% | 15
CC(=O)OCC1=C(C(=O)O)N2C(=O)C(NC(=O)c3ccc(COc4cccc(Cl)c4Cl)o3)C2SC1 (stereo not drawn)
 : 8.0% | -6
O=C(COC(=O)c1ccc(N2CCCC2=O)cc1)NCc1ccco1
 : 5.2% | 12
N/C(=N\OC(=O)C(c1ccccc1)c1ccccc1)c1ccccn1
 : 3.5% | .
CCOc1ccc(Cn2nnc(C(=O)NCCc3ccccc3)c2N)cc1
 : 5.9% | 9
Cc1c(NC(=O)c2cc(=O)[nH]c(=O)[nH]2)c(=O)n(-c2ccccc2)n1C
 : -4.4% | .
CCOc1ccc(-c2nnc(Nc3ccc(OC)c(C(=O)N4CCCCC4)c3)c3ccccc23)cc1
 : -3.0% | 9
O=C(NCC(c1ccc(F)cc1)N1CCOCC1)c1cccc(Br)c1 (stereo not drawn)
 : -4.5% | 6
CCOCc1nnc(NC(=O)C2c3ccccc3Oc3ccccc32)s1
 : 0.2% | -9
Cc1cccc(C(=O)NC(NCCc2ccccc2)C(Cl)(Cl)Cl)c1 (stereo not drawn)
 : 1.9% | .
N#Cc1cc2c(=O)n3ccccc3nc2n(-c2ccc(Cl)cc2)c1=O
 : 1.0% | 6
Cc1cc(C(F)(F)F)c2c(n1)sc1c(O)cc(=O)[nH]c12
 : -0.4% | -4
Cc1ccc(-n2c(Cl)c(Cl)nc(Cl)c2=O)cc1
 : 0.9% | 5
O=C(Cc1coc2ccc3ccccc3c12)N1CCc2ccccc21
 : 1.0% | 8
COC(=O)[C@H](C)[C@@H]1C[C@@]1(C)[C@@H](NC(=O)OCc1ccccc1)c1ccccc1
 : -0.2% | .
Cc1cccc(-c2nnc(SCC(=O)N3c4ccccc4CCc4ccccc43)n2C)c1
 : 3.5% | -9
COc1ccc(NC(=O)CC2Oc3ccc(C)cc3NC2=O)cc1 (stereo not drawn)
 : 5.9% | .

Some values from the list:
Value for `Cc1cccc(C(=O)NC(NCCc2ccccc2)C(Cl)(Cl)Cl)c1` (stereo not drawn) in GlmU inhibition: 1.9%
Value for `Cc1cc(C(F)(F)F)c2c(n1)sc1c(O)cc(=O)[nH]c12` in RmlCD inh 1536: -4
